# Screens: PubChem BioAssay, National Center for Advancing Translational Sciences (NCATS)
# D1 antag – human D1 dopamine receptor antagonism | 3.2% of 360,000 active | HEK293 TREx D1 cells, calcium flux, dopamine EC80; active compounds read low | P21728 | activity change, negative = inhibition, % at 10 µM; in the data active means activity change below about -30%; further: on the % scale 0 is the no-effect control and ±100 the full control effect
#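 Using tetracycline-induced force-coupled D1 Hek293 cells and a calcium dye, signals were followed for 180 s after compound, then for 180 s after EC80 dopamine, to detect inhibitors.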
# D2 PAM – positively modulates the human D2 dopamine receptor allosterically | P14416 | HEK293 T-REx D2, calcium flux, EC20 dopamine potentiation | potentiation, % at 10 µM | 0.34% of 340,000 active;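 active means potentiation over 3 SD above the plate norm, cut at about 30% in these data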; further: 0% is about no effect
#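 Tetracycline-induced Hek293 Trex D2 cells, force-coupled to calcium, loaded with no-wash calcium dye. Compound added with 180 s kinetic read for agonism, then EC20 dopamine and a further 180 s read for potentiation.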
# RXFP1 agonist – RXFP1 (human) receptor agonism | Q9HBX9 | AID 2676 | 0.3% of 370,000 active | Potency, µM (doses to about 57.5 µM), for inactives: at the top dose activation, actives largely listed as activators | HEK293T-RXFP1 cAMP TR-FRET, 30 min; response scale: percent of porcine relaxin response, buffer zero; further: potency means the concentration at half of the fitted maximal effect; on the % scale 0 is the no-effect control and ±100 the full control effect; nearly all actives have a fitted effect of over 60% in size; many of its hits are not listed in these tables
# Target sequence (Q9HBX9 whole entry, looked up): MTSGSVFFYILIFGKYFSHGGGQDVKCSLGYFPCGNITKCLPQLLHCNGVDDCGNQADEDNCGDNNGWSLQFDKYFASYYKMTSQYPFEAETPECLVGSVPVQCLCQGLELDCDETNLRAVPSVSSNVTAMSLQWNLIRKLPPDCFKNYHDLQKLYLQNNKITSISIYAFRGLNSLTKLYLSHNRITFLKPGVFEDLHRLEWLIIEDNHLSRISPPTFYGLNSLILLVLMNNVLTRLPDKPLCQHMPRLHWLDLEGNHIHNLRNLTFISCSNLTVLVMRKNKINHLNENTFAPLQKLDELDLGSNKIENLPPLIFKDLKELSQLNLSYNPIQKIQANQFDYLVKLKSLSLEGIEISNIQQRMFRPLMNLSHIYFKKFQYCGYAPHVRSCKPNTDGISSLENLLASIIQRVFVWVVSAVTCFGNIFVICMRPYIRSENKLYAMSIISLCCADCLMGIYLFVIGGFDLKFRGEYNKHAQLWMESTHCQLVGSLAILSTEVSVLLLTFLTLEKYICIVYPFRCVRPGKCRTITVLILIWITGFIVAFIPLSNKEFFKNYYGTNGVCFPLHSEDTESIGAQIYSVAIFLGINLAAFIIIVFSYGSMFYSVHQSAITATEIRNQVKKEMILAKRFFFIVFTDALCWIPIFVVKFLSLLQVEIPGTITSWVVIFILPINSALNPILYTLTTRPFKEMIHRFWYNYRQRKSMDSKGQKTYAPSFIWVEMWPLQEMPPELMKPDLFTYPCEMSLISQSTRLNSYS
#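 cAMP rise read by TR-FRET after 30 min, 37C compound exposure (up to 58 uM) in RXFP1-transfected HEK293 cells with Ro 20174 present. EC50 from Hill-equation fits, with 29 nM porcine relaxin as 100% and buffer as basal.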
# GRP78 ERSR act – induces the endoplasmic reticulum stress response in human glioma cells; AID 602332; U87-MG GRP78 promoter luciferase reporter, 16 h; 0.02% of 420,000 active; Potency, µM, for inactives: at the top dose activation, usual class: activators; further: potency means the concentration at half of the fitted maximal effect; series mostly up to about 76 µM; % of control where 0% means no effect; nearly all actives have a fitted effect of over 35% in size
#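 ERSR induction read as luciferase luminescence (Bright-Glo, 10 min at room temperature) in stably transfected human U87-MG glioma cells exposed to compounds for 16 h, using GRP78 as sensor.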
# Vif-APOBEC3G blk – blocks the Vif interaction with human APOBEC3G. Q9HC16. HeLa A3G-eYFP + Vif (tagged APOBEC3G with the HIV-1 protein that degrades it), YFP fluorescence, overnight. Potency, µM (titrated, usually from 46.1 µM), inactives show at the top dose activity, negative = active, usual class: inhibitors. 0.076% of 410,000 active;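 further: potency means the concentration at half of the fitted maximal effect; on the % scale 0 is the no-effect control and ±100 the full control effect; nearly all actives have a fitted effect of over 60% in size; hits raise eYFP signal because A3G escapes Vif-driven loss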
# Target sequence (Q9HC16 whole entry, looked up): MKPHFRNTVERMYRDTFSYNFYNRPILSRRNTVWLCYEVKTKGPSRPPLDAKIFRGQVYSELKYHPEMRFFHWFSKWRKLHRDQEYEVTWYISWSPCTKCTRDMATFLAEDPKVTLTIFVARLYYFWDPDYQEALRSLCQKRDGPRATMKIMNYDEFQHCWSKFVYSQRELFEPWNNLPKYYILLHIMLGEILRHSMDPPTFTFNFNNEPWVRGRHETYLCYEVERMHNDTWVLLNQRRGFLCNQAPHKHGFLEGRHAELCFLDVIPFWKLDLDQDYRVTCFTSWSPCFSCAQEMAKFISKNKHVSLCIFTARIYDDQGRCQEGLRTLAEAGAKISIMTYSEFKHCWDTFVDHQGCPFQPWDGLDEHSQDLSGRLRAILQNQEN
#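 HeLa cells stably expressing Vif and C-terminally eYFP-tagged A3G, seeded overnight at 37 deg C, then exposed to compound by pintool overnight at 37 deg C. Rise in yellow fluorescence (Ex 488/Em 500-530, Acumen) marks blocked Vif-driven A3G degradation.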
# D1 PAM – enhances dopamine response at the human D1 receptor. P21728. AID 504651. HEK293 TREx D1 cells, calcium flux, dopamine EC20 potentiation. potentiation, % at 10 µM. 0.036% of 360,000 active; in the data active means potentiation above about 30%; further: 0% is about no effect
# D1 ag – activates the human D1 dopamine receptor. 1% of 360,000 active. HEK293 T-REx D1 cells, calcium flux, agonist mode. AID 504660. P21728. activation, % at 2 µM; in the data active means activation above about 30%; further: 0% is about no effect
#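 Agonism was scored from calcium flux recorded over 180 s (1 read/s) after pintool compound addition, following a 10-cycle baseline. Cells were inducible force-coupled HEK293 TREx D1, plated overnight at 30 C and loaded with no-wash calcium dye.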
# Vif-APOBEC3F blk – Vif-A3F binding inhibition; AID 602313; HeLa A3F-eYFP + Vif (tagged APOBEC3F with the HIV-1 protein that degrades it), YFP fluorescence increase; 0.2% of 390,000 active; Potency, µM (titrated, usually from 46.1 µM), without a hit: at the highest dose activity, negative = active; further: potency means the concentration at half of the fitted maximal effect; % of control where 0% means no effect; nearly all actives have a fitted effect of over 65% in size
#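 HeLa cells stably expressing Vif plus C-terminally eYFP-tagged A3F were seeded, incubated overnight at 37 deg C, dosed with compound, incubated overnight again at 37 deg C. Yellow fluorescence (Ex 488/Em 500-530) reported blocked Vif-mediated A3F-eYFP degradation.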
# RXFP1 antagonist – RXFP1 (human) relaxin receptor antagonism; Q9HBX9; HEK293-RXFP1, relaxin-stimulated cAMP HTRF, 30 min; active compounds read low; activity change, negative = inhibition, % at 57.5 µM; 0.59% of 350,000 active;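 active means activity change of -60% or lower, but not beyond a set lower limit; inconclusive means change between -60% and -40%, or beyond the set limit; inactive means change above -40%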; further: on the % scale 0 is the no-effect control and ±100 the full control effect
# The depositor's hits bear a star; ? = inconclusive; . = no result given. Unless noted, the call rests on the fitted dose curve; in most records, active means well fitted curve in the direction sought with a large enough effect; inconclusive means small, poorly fitted or top-dose-only effect, or another doubt; inactive means no such curve, though single readings can be large; an effect the other way counts as inactive or inconclusive.
cpd	SMILES	D1 antag	D2 PAM	RXFP1 agonist	GRP78 ERSR act	Vif-APOBEC3G blk	D1 PAM	D1 ag	Vif-APOBEC3F blk	RXFP1 antagonist
1	O=NN1CCN(c2ccncc2S(=O)(=O)N2CCCCC2)CC1	-10	14	1.3%	-1%	-1%	2	0	-3%	-8
2	Cc1c(C(=O)O)cccc1-n1c(C)cc(/C=N/Nc2ccc([N+](=O)[O-])cn2)c1C	9	-24	-1.0%	3%	0%	-1	4	-4%	5
3	C=C(CN(C)C)C(=O)c1cc(C)ccc1C	.	.	.	-14%	?	.	.	1%	-109*
4	O=[N+]([O-])/C=C1/CCCCCN1	13	13	-0.2%	-3%	-3%	0	1	6%	-10
5	Cc1cc(OCC(=O)NC2CCN(Cc3ccccc3)CC2)c2c(C)cc(=O)oc2c1	10	-22	1.8%	-4%	-1%	-3	6	2%	13
6	CC(CN(C)Cc1nc(Cc2cccc(C(F)(F)F)c2)no1)CN1CCCC1 (centres undefined)	-23	-2	-2.6%	-3%	2%	-2	5	3%	-10
7	CCCCc1nnc(SCC(=O)Nc2nccs2)n1CC	9	14	-1.2%	0%	-5%	1	3	0%	-8
8	CC(=O)N1C(C(=O)O)Cc2c([nH]c3ccccc23)C1C (centres undefined)	-1	-14	0.4%	-2%	-1%	-1	2	0%	-10
9	CCC(C)N(C(=O)c1csnn1)C(C(=O)NCc1ccc(F)cc1)c1ccccc1F (centres undefined)	0	-11	-0.5%	-3%	-2%	-2	3	3%	-12
10	CCOC(=O)C1=C(CC)Nc2ccccc2N=C1NC(=O)c1cccc(S(=O)(=O)N2CCCC2)c1	-20	.	1.3%	-3%	-1%	2	2	-6%	4
11	Cc1oc2ccc(O)c(CN3CCCCCC3)c2c1C(=O)Nc1cccc(C(F)(F)F)c1	-19	-5	-0.7%	-3%	-6%	0	28	7%	-4
12	CCOC(=O)N1CCN(C(=O)CSc2nc(-c3cccc(C)c3)ns2)CC1	-5	5	1.0%	-2%	1%	-8	6	-5%	-5
13	COCCn1c(C(C)C)nc2sc3ccccc3c(=O)c2c1=O	-5	7	0.4%	-3%	3%	-4	-1	7%	-9
14	COc1ccc(S(=O)(=O)NC(CC(=O)NCCc2ccccc2)c2ccco2)cc1 (centres undefined)	7	9	1.2%	-4%	2%	0	0	2%	5
15	N#Cc1c(NC(=O)c2cccnc2)sc2c1CCC2	6	7	0.5%	-2%	?	-2	2	0%	-8
16	COCCn1c(SCC(=O)NCc2ccccc2)nc2ccccc21	1	1	0.0%	-2%	1%	-1	1	-27%	1
17	CCOCCn1ccc2c(OCC(=O)NCc3ccccc3)cccc2c1=O	4	-7	0.6%	-6%	0%	-2	1	8%	-12
18	CC(C)(C)C1CCC(=NNc2ncc(C(F)(F)F)cc2Cl)CC1 (centres undefined)	-2	.	1.6%	-3%	4%	-2	1	0%	-18
19	CCc1ccccc1NC(=O)Cn1c(=O)n(-c2ccc(C)cc2)c(=O)c2c1c1cc(C)ccc1n2C	-9	-10	9.4%	-4%	-1%	-1	2	1%	-6
20	CC(C)C1C(=O)Nc2ccc(S(=O)(=O)NCc3ccc(Cl)cc3)cc21 (centres undefined)	-17	-1	-1.7%	-6%	1%	-3	10	0%	.
21	COc1ccc(/C(N)=N/OC(=O)CCC2CCCC2)cc1OC	20	13	1.6%	5%	1%	20	6	2%	?
22	CC(=O)Cc1nsc(NC(=O)c2ccc(F)cc2)n1	-80*	2	1.2%	1%	-1%	-4	0	12%	0
23	Cc1ccc(S(=O)(=O)N[C@@H](Cc2ccccc2)C(=O)N2CCC[C@@H]2C(=O)O)cc1	-9	3	-3.4%	-2%	2%	3	3	0%	-7
24	N#CC1(NC(=O)COc2cc(F)ccc2[N+](=O)[O-])CCCCC1	-15	-2	-0.2%	-2%	1%	.	20	-5%	-20
25	O=C(COC(=O)/C=C/c1ccc(S(=O)(=O)N2CCOCC2)cc1)Nc1ccccc1F	.	.	.	-2%	4%	.	.	-8%	-15

# One compound at a time (already shown). Values in the order: D1 antag, D2 PAM, RXFP1 agonist, GRP78 ERSR act, Vif-APOBEC3G blk, D1 PAM, D1 ag, Vif-APOBEC3F blk, RXFP1 antagonist
# `Cc1oc2ccc(O)c(CN3CCCCCC3)c2c1C(=O)Nc1cccc(C(F)(F)F)c1` is entered as -19, -5, -0.7%, -3%, -6%, 0, 28, 7%, -4
# `O=NN1CCN(c2ccncc2S(=O)(=O)N2CCCCC2)CC1` is entered as -10, 14, 1.3%, -1%, -1%, 2, 0, -3%, -8

# Going on with the list.
cpd	SMILES	D1 antag	D2 PAM	RXFP1 agonist	GRP78 ERSR act	Vif-APOBEC3G blk	D1 PAM	D1 ag	Vif-APOBEC3F blk	RXFP1 antagonist
26	N#C/C(=C\c1ccccc1)C(=O)Nc1ccccn1	-7	-4	4.7%	-1%	-5%	4	1	-4%	-3
27	CCN(CC)S(=O)(=O)c1ccc(OC)c(NC(=O)c2cc([N+](=O)[O-])ccc2N2CCOCC2)c1	.	.	.	-6%	-2%	.	.	-16%	2
28	CCO/N=C(/C)c1c(O)cc(-c2ccccc2)n(-c2ccccc2)c1=O	12	10	2.7%	-2%	1%	-6	2	-14%	-7
29	C/C(=N\NC(=O)CNC(=O)c1cccnc1)c1cccc(O)c1	4	-1	2.2%	-2%	0%	0	1	1%	10
30	Cc1ccc(S(=O)(=O)c2nc(-c3ccco3)oc2NCC2CCCO2)cc1 (centres undefined)	6	11	-0.6%	-3%	1%	-2	3	4%	10
31	CCc1ccc(NC(=O)COC(=O)c2nc3nc(C)cc(C)n3n2)cc1	-21	37*	-1.2%	-3%	-1%	-2	2	7%	1
32	C=CCN1C(=O)CSc2ccc(C(=O)NCc3ccc(F)cc3)cc21	0	-26	1.3%	-3%	1%	-7	5	2%	-2
33	COc1ccc2nc(NC(=O)c3cccs3)sc2c1	2	-3	0.9%	-12%	1%	-2	3	-6%	-9
34	Cc1nn(-c2ccccc2)c(C)c1NC(=O)COC(=O)c1cc(Cl)ccc1O	-7	5	2.7%	-7%	-13%	-6	2	2%	.
35	CCOc1ccc(NC(=O)Nc2cc(C(=O)O)ccc2N2CC3CC(C2)c2cccc(=O)n2C3)cc1 (centres undefined)	-12	-15	2.5%	-4%	-1%	-9	1	-9%	2
36	CCOc1ccc(N2C(=O)/C(=C/c3cccs3)N(C)C2=S)cc1	-37*	-1	5.1%	-4%	1%	-8	7	-1%	-7
37	O=C(NCC(c1ccco1)N1CCN(c2ccccc2)CC1)c1ccco1 (centres undefined)	-14	-8	0.7%	-5%	0%	-5	2	-11%	-14
38	CCOC(=O)c1[nH]c(C=O)c(C(=O)OCC)c1C	2	8	-0.9%	-6%	-22%	-1	5	-39%	-11
39	O=C(NCc1ccc(Cl)cc1)C1CCN(C(=O)c2cnn(-c3ccccc3)c2-n2cccc2)CC1	-25	-4	0.6%	5%	6%	-2	-2	7%	.
40	CC(NC(=O)CN1C(=O)NC(c2ccccc2)(c2ccccc2)C1=O)c1cccs1 (centres undefined)	5	-13	-1.1%	-2%	0%	-4	5	4%	-2
41	O=C(COC(=O)c1cncc(Br)c1)NC1CCCCC1	6	4	2.1%	-3%	-12%	-2	5	-5%	-9
42	CC(OC(=O)Cn1[nH]c(=O)c2ccccc2c1=O)C(=O)Nc1ccccc1[N+](=O)[O-] (centres undefined)	-4	8	5.0%	-3%	-1%	-12	7	-5%	-14
43	CC(C)Cn1cc(NC(=O)Nc2cccc(C(F)(F)F)c2)c2ccccc2c1=O	-12	-2	-1.1%	0%	-2%	1	16	0%	.
44	CCNC(=O)CC1C(=O)N(CC)C(=S)N1NC(=O)c1ccc(Cl)cc1 (centres undefined)	-8	2	-1.5%	-4%	-1%	-2	2	-10%	-1
45	Cc1nn2c(NCCCN3CCOCC3)c3c(nc2c1-c1ccccc1)CCC3	-10	20	0.2%	-4%	-1%	-5	2	.	-8
46	CC1CCCN(C(=O)CSc2nc3ncccc3[nH]2)C1 (centres undefined)	-2	-1	1.7%	15%	1%	-1	1	6%	-7
47	O=C(O)C(F)=C(c1ccccc1)c1ccccc1	.	.	.	-4%	1%	.	.	-7%	?
48	COc1ccc(NC(=O)c2c(NC(=O)CCC(=O)O)sc3c2CCCCC3)cc1	-5	18	-0.1%	-3%	0%	8	3	1%	1
49	COc1ccc(C)cc1S(=O)(=O)N1CCCC(C(=O)NCc2ccccn2)C1 (centres undefined)	-4	7	1.5%	-3%	2%	-12	1	-3%	-6
50	CC1=C(C#N)C(C(F)(F)F)(C(F)(F)F)N=C(c2ccco2)N1	-2	-4	2.8%	-4%	1%	-1	14	-3%	-2
51	Cc1ccc2nc(C)cc(Nc3ccc([N+](=O)[O-])cc3)c2c1	5	-7	-2.3%	-4%	?	-6	0	-10%	7
52	CN=c1scc(-c2ccc([N+](=O)[O-])cc2)n1/N=C/c1ccco1	12	7	1.5%	-1%	0%	-6	1	1%	-26
53	CCOc1ccc(N(CC(=O)Nc2cccc(OC)c2)S(C)(=O)=O)cc1	-2	6	0.8%	6%	2%	2	8	4%	-12
54	CCOC(=O)c1cnn(-c2cc(C)nc3c(-c4ccc(Cl)cc4)c(C)nn23)c1N	15	9	0.3%	.	.	-1	-2	.	.
55	O=C(NNc1nc(-c2ccccc2)cs1)c1ccc(F)cc1	-29	12	0.8%	-4%	-4%	-3	1	7%	-3
56	COC(=O)C1C(c2ccc(OC)c(OC)c2)NC(c2ccc(OC)c(OC)c2)C(C(=O)OC)S1(=O)=O (centres undefined)	-9	2	4.3%	-3%	2%	0	2	3%	6
57	COc1cccc(C(=O)NN2CC(O)=C(c3nc(C)cs3)C2=N)c1	-8	-8	2.4%	-5%	0%	-6	2	-1%	0
58	C(C#CCN1CCOCC1)#CCN1CCOCC1	.	.	.	-1%	5%	.	.	?	6
59	Cc1cc(C)n2nc(-c3ccc(Cl)cc3)nc2n1	-4	-6	-0.6%	0%	0%	1	0	-3%	-5
60	CN(Cc1ccc(Cl)cc1Cl)C(=O)CCNC(=O)c1ccco1	5	.	0.2%	-2%	1%	5	3	1%	-8
61	COc1ccc(N(CC(=O)NC2CCCCC2)C(=O)CNC(=O)c2cccs2)cc1	-1	-7	1.7%	1%	-1%	-4	1	-24%	-7
62	CN(C(=O)COC(=O)c1cccc(F)c1)c1ccccc1	10	-3	1.0%	-2%	1%	-14	2	5%	-5

# Some of the compounds tested. The share of hits here may be higher or lower than overall.
